HUVEC tox IL1B: toxic to HUVEC cells under IL-1B stimulation | HUVEC cell count loss, Hoechst imaging, IL-1B stimulated | cell count reduction, % at 2 µM | hit rate 0.41% among 94,000;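 active means cell count reduction more than 3 SD above the screen-wide mean, cut at about 70% in these data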;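 further: normalized per plate to untreated control cells as the no-loss baseline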
LYP inh 2: inhibitors of human LYP (PTPN22) phosphatase; recombinant LYP catalytic domain, DiFMUP fluorescence; Q9Y2R2; AID 640; hit rate 0.21% among 96,000; inhibition, % at 2 µM;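 active means inhibition at 2 µM at or above a set limit, the screen mean plus 3 SD, cut at about 24% in these data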;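 further: 0% = DMSO with enzyme and 100% = enzyme fully blocked by orthovanadate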
Target sequence (Q9Y2R2 whole entry, looked up, the tested form may be a part): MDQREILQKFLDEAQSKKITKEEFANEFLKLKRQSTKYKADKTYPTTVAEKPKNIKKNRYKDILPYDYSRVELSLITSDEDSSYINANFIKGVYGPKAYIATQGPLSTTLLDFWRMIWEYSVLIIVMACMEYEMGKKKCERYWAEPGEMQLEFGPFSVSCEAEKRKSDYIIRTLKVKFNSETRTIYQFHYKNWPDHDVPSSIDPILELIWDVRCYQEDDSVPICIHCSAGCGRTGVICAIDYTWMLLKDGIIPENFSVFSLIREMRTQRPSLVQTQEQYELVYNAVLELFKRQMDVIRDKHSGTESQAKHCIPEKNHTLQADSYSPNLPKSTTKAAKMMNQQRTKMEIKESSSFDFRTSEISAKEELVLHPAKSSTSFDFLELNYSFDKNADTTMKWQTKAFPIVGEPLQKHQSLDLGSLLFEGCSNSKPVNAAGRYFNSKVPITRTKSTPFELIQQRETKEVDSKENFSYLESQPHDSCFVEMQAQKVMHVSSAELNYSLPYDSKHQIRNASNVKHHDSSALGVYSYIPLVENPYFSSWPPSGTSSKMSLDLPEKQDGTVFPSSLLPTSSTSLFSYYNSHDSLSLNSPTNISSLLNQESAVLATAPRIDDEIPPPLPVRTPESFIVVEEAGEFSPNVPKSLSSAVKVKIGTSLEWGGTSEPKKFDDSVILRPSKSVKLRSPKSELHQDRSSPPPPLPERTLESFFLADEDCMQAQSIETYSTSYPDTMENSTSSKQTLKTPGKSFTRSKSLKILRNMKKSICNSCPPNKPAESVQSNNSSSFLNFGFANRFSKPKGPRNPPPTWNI
Candida biofilm: kills Candida albicans biofilms | C. albicans biofilm + clotrimazole, Alamar Blue | inhibition, % at 6 µM | hit rate 0.14% among 85,000;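 active means inhibition above 20%; inactive means inhibition below 20%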;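 further: preformed 24 hr biofilms exposed to compound for 48 hr; 0% = biofilm without compound and 100% = blank killed by clotrimazole plus chlorhexidine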
HUVEC tox TNFa: HUVEC cytotoxicity counter-screen, TNF alpha stimulated; HUVEC TNFalpha-stimulated, Hoechst cell count, imaging; cell count reduction, % at 2 µM; hit rate 0.17% among 93,000; AID 848;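 active means cell count reduction exceeding the screen mean by over 5 SD, scaled to untreated wells per plate, cut at about 78% in these data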;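 further: cells counted after 24 h of TNF alpha exposure following the 1 h pretreatment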
Smad3 FoxH1 inh: blocks human Smad3 binding to FoxH1 peptide. hit rate 0.29% among 88,000. inhibition, % at 25 µM. TR-FRET Smad3/Dy647-FoxH1 peptide binding, europium anti-His. P84022;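 active means compounds that reduce the energy-transfer binding signal between the protein and its labelled peptide by more than half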;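 further: 0% = Smad3 plus labelled peptide maximal FRET and 100% = peptide-only background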
MT1-MMP txn act: activates MT1-MMP transcription; HT1080 MT1-MMP promoter luciferase reporter, luminescence, overnight; stronger effect = higher value; activation factor at 10 µM; hit rate 0.16% among 86,000; AID 750;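 active means activation factor of at least 2 for MT1-MMP transcription at 10 µM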
DAT uptake mod: human DAT dopamine uptake with cocaine, either direction. Q01959. LLC-PK1 hDAT cells, [14C]-dopamine uptake with cocaine IC80; actives deviate in either direction. B-score at 10 µM. hit rate 1.3% among 110,000;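 active means Z score or B-score, a plate-position-corrected score, falls beyond the plate's 99.7% confidence bounds, in either direction; inactive means both scores lie inside the 99.7% bounds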;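 further: scored against the spread of the other compound wells on the same plate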
VCAM1 TNFa inh: reduces TNF alpha induced VCAM1 expression in HUVEC | hit rate 0.48% among 95,000 | AID 802 | inhibition, % at 2 µM | HUVEC TNFa-induced VCAM-1 immunofluorescence, high-content imaging;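 active means inhibition above the batch mean plus 3 SD, with images confirmed as a hit by eye, cut at about 37% in these data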;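 further: 0% = TNF-stimulated DMSO wells and 100% = unstimulated control wells; not every result past the cut was called active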
F-actin modifier: cytoskeleton assembly modification; HUVEC TNFa F-actin phalloidin imaging, high content; inhibition, % at 2 µM; hit rate 0.18% among 91,000; AID 836;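 active means inhibition above the batch mean plus 3 SD and confirmed as a hit by visual image inspection, cut at about 30% in these data, passing the limit was not always enough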; further: strong numbers were not always called active
The depositor's hits bear a star; · = not tested or not shown; [ ] = dose if it differs, or a comment. Some of the compounds tested; rates above refer to the full screens.

SMILES	HUVEC tox IL1B	LYP inh 2	Candida biofilm	HUVEC tox TNFa	Smad3 FoxH1 inh	MT1-MMP txn act	DAT uptake mod	VCAM1 TNFa inh	F-actin modifier
O=S(=O)(Nc1nc2ccccc2[nH]1)c1ccc2ccccc2c1	-7.4	4.9	5.9	0.0	1.8	1.1	0.778	28.6	-4.4
O=C(CCN1CCN(c2ccc(Cl)cc2)CC1)Nc1ccccc1F	7.9	-7.4	2.2	-9.7	-3.1	1.1	0.63	-5.5	-24.3
CCOC(=O)c1ccc(N2C(=O)CC(N3CCC(C(N)=O)(N4CCCCC4)CC3)C2=O)cc1 (stereo unspecified)	-23.1	2.4	1.5	-21.8	4.6	1.2	-0.306	10.2	12.1
Cc1ccc2c(CC(=O)OCc3cc(=O)n4c(n3)sc3ccccc34)coc2c1	-1.1	11.1	·	-41.6	·	·	·	-8.3	-8.8
CCOc1ccc(C2=Nc3ccccc3C(c3ccc(N4CCOCC4)cc3)=NN2)cc1	6.7	-4.7	·	-5.9	·	·	·	0.0	0.1
Cn1cc(CC(=O)N2CCN(c3ccccc3F)CC2)c2ccccc21	6.4	2.8	6.3	-12.2	-12.4	·	-0.528	2.7	-1.8
CCCCCn1c(-c2ccco2)nc2nc3ccccc3nc21	-8.6	14.9	0.9	-15.3	6.6	1	·	-14.1	0.0
CCN(Cc1cc2cccc(C)c2[nH]c1=O)C(=O)c1ccccc1OC	·	·	-3.3	·	3.1	0.9	-0.0894	·	·
CCn1c(-c2csc(-c3ccc(Cl)cc3)n2)n[nH]c1=S	-18.5	14.6	4.7	-10.5	-14.4[fluorescence artefact?]	·	·	9.8	25.4
CCCC(=O)N(C)c1nnc(-c2ccc(OC)cc2)s1	-39.5	-3.2	-2.9	-32.7	-7.9	1.3	0.625	8.1	11.4
CN(C)c1ccc(N/C=C/C(=O)c2ccco2)cc1	9.1	0.3	-0.4	-5.4	-1.7	·	0.654	16.5	-3.6
CSc1nnc2c(n1)OC(c1cn(C)c3ccccc13)N(C(C)=O)c1ccccc1-2 (stereo unspecified)	90.8*	-11.5	3.1	-39.6	15.0	1.1	0.169	4.6	1.3
COc1nn(C(C)C(=O)N2N=C(C(F)F)CC2(O)C(F)F)cc1[N+](=O)[O-] (stereo unspecified)	-2.5	2.4	0.1	-38.9	-5.0	1.1	-1.15	-8.9	4.3
Nc1cc(-c2ccc(Cl)cc2)nn1S(=O)(=O)c1ccccc1	5.3	-4.7	1.2	-7.2	-18.9	·	-0.072	9.6	-8.3
N#Cc1cc2ccccc2nc1SCc1ccccn1	22.8	2.6	2.7	-15.0	10.7	1.7	-0.519	39.7	20.5
COc1ccc(-c2nnc(SCC(=O)NCCc3ccccc3)o2)cc1	12.4	4.1	3.6	-6.0	-2.6	1.3	0.237	-2.0	-10.1
CC1(C)CCc2nc(SCc3ccccc3)c(C#N)cc2C1	-6.2	-7.6	6.1	0.5	11.8	1.2	-0.0264	36.5	3.3
CCOC(=O)N1CCC(N2C(=O)c3ccccc3C2Nc2c(C)cccc2C)CC1 (stereo unspecified)	9.2	-0.9	8.0	26.6	9.6	·	·	-8.5	-10.3
O=C(O)c1cc([N+](=O)[O-])ccc1C(=O)Nc1ccccc1	-93.3	5.3	·	-6.4	·	·	-0.263	13.3	-5.4
COC(=O)c1ccc(COc2cc(O)c3c(c2)OC(C)(C)CC3=O)cc1	-61.2	-6.0	2.4	3.4	-1.0	1.2	-1.08	-5.1	-8.6
O=S(=O)(NCCc1cn2ccccc2n1)c1ccc2c(c1)OCCO2	-5.6	6.5	-0.4	24.7	1.1	1.2	-0.435	-0.6	-14.3
CCN1CCN(Cc2nc(N)nc(Nc3ccc(C)c(C)c3)n2)CC1	21.9	5.3	3.8	-8.1	-6.7	1.1	-0.701	-1.3	35.2
Cc1ccccc1C(=O)NNC(=O)c1ccoc1C	-17.2	-12.2	·	-2.0	·	·	0.571	16.6	·
CNC(=O)CSc1nc2nc(C)cc(C)n2n1	25.9	4.6	-0.6	3.9	-1.2[fluorescence artefact?]	0.9	-1.49	14.9	15.8
Cn1c(=O)n(CCc2ccccc2)c(=O)c2c1ncn2Cc1ccccc1	-17.7	-2.9	0.0	-22.0	17.6	1.2	0.0977	26.2	1.5
NC(=O)COc1ccccc1/C=C1/SC(=O)N(CC(=O)N2CCc3ccccc3C2)C1=O	-111.6	-11.8	·	12.2	·	·	·	7.7	-18.4
O=C(COC(=O)c1ccc2c(c1)OCCO2)NCc1ccccc1	-76.2	-1.4	4.7	8.8	-0.9	1.2	-0.844	3.4	6.1
C=C1C2(C(=O)Nc3nccs3)CCC(C2)C1(C)C (stereo unspecified)	-1.1	-2.8	-1.8	-19.6	1.6[fluorescence artefact?]	1.2	-1.75	-6.4	-36.0
COC(=O)c1cc(=O)n(Cc2ccc3c(c2)OCO3)c(=Nc2ccccc2)s1	·	·	8.9	·	-3.6	1	0.385	·	·
Cn1c(=O)[nH]c(=O)c2c1nc(Br)n2Cc1ccccc1Cl	9.1	-7.0	-1.9	-0.8	-4.2	1.1	-0.96	0.9	-19.5
COC(=O)C(NC(=O)c1ccco1)(Nc1ccc(Br)cn1)C(F)(F)F (stereo unspecified)	-21.3	0.6	5.3	-2.4	-8.3	0.9	-0.461	10.5	-11.2
CC(C)(C)NC(=O)C(c1ccc(F)cc1)N(Cc1ccco1)C(=O)Cn1nnc(-c2cccs2)n1 (stereo unspecified)	-1.7	14.8	-1.5	-2.3	7.3	1.2	-0.36	11.7	0.0
CC(=O)C1=C(O)C(=O)N(C2CCCCC2)C1c1ccccc1 (stereo unspecified)	-11.8	10.5	1.7	·	9.9	1.3	-1.02	·	·
O=C(NCC(O)c1ccccc1)c1cccc(S(=O)(=O)N2CCOCC2)c1 (stereo unspecified)	1.0	-6.2	6.8	-29.9	15.6[fluorescence artefact?]	1.3	-0.105	-6.9	14.9
CCOC(=O)c1c(C2COc3ccccc3O2)csc1NC(=O)c1ccccc1 (stereo unspecified)	-9.1	-1.1	0.5	-10.5	-1.0	1.1	0.988	4.5	-13.4
Cc1nc(Nc2ccncc2)c2oc3ccccc3c2n1	-11.0	-9.9	1.8	-6.2	7.6	1	-0.296	1.4	15.0
CCc1ccc(N2C(=O)/C(=C/c3cccs3)N(CC(=O)OC)C2=S)cc1	0.8	11.7	·	-13.6	·	·	0.231	6.6	12.0
CC(OC(=O)c1cc2sccc2n1C)C(=O)NCc1ccco1 (stereo unspecified)	-25.0	3.8	9.9	-5.3	10.2[fluorescence artefact?]	0.9	0.476	12.5	-3.5
Cc1cc2nc(C)n(CCCNC(=O)Nc3cccc4ccccc34)c2cc1C	13.2	-12.3	2.3	-10.2	1.7	1	0.428	-14.6	-11.7
Cc1cc(C)n(-c2nc(NC(C)(C)C)nc(NC(C)(C)C)n2)n1	17.0	1.6	·	11.0	·	1.3	0.205	0.1	-9.5
Cc1cccc(NC(=S)NNC(=O)c2ccc(Br)o2)c1	-26.5	10.3	·	-9.8	·	·	0.66	3.6	-7.3
Cc1ccc(-c2nnc(SCc3ccc(C#N)cc3)n2Cc2ccco2)cc1	-9.3	-3.9	4.9	42.9	2.5	1.2	-0.574	19.4	-4.8
COc1ccc(C2C=C(c3ccccc3)Nc3nc(NC(C)=O)nn32)cc1 (stereo unspecified)	-30.7	-4.3	1.9	13.8	2.9	1.1	1.02	27.6	-26.0
Cc1ccc(CSCC(=O)N2CCN(c3ccc(F)cc3)CC2)cc1	0.0	-0.7	4.6	4.0	-8.6	1.1	0.524	3.4	-43.3
Cc1ccc(-n2nc3c(c2NC(=O)c2ccc(Br)o2)CSC3)c(C)c1	-87.1	7.3	6.7	-26.4	2.4	1	-0.495	-10.1	-15.4
CCN1CCN(CCCNC(=O)c2ccc3c(c2)NC(=O)c2ccccc2S3)CC1	·	·	3.1	·	6.5	1.1	-0.0304	·	·
COc1ccc(CNC(=O)Cc2c(C(=O)O)[nH]c3ccccc23)cc1	3.2	1.5	·	-14.8	·	·	-0.0744	11.2	-0.7
Cc1ccc(C)c(N2C(=O)CN=C2Nc2ccccc2Cl)c1	9.1	-5.1	-1.0	13.8	-5.3	1.2	-0.724	-16.1	0.1
Cc1ccc2nsnc2c1S(=O)(=O)N1CCN(Cc2ccc3c(c2)OCO3)CC1	-46.7	-21.6	7.5	-13.2	2.0	1	5.41*	10.6	2.2
COC(=O)CC(=O)CSc1nc2c(cc1C#N)CCCCC2	1.4	-2.3	1.3	1.3	-9.2[fluorescence artefact?]	1.4	1	15.8	0.9
COc1cc(/C=C(\C#N)c2nc3c(s2)CC(C)CC3)ccc1O (stereo unspecified)	-38.2	6.3	8.4	-24.1	-11.7	1.5	0.439	9.4	14.7
O=C1OC(c2ccc3c(c2)OCO3)N(C(=O)c2ccc(Cl)c(Cl)c2)c2ccccc21 (stereo unspecified)	-27.3	0.0	·	-6.5	·	·	-0.811	-11.0	6.5
Cc1ccc(S(=O)(=O)NCC(=O)OC(C(=O)c2ccccc2)c2ccccc2)cc1 (stereo unspecified)	-118.0	-9.0	·	-6.1	·	·	-0.377	7.3	12.1
CCC(NS(=O)(=O)c1c(C)[nH]c(=O)[nH]c1=O)C12CC3CC(CC(C3)C1)C2 (stereo unspecified)	·	·	6.5	·	-3.1	1.1	1.27	·	·
Fc1ccc(CSc2nsc(SCc3ccc(F)cc3)n2)cc1	-14.4	6.8	12.3	15.3	2.9	·	-1.17	9.5	4.0
Cc1cc2c(c(=O)n1Cc1ccccn1)C(c1ccc3c(c1)OCO3)C(C#N)=C(N)O2 (stereo unspecified)	·	·	6.6	·	-1.5	1.1	1.1	·	·
Cc1[nH]n(-c2ccccc2)c(=O)c1/C=N/Nc1nncc(-c2ccccc2)n1	-7.3	6.7	·	-12.2	·	·	1.79	-3.2	30.2
O=S(=O)(c1ccc2oc3ccc(S(=O)(=O)N4CCCC4)cc3c2c1)N1CCCC1	-15.8	-11.0	3.8	5.3	-3.3	1.2	·	12.6	-19.7
CCCCn1c(SCC(=O)c2ccc(OC)cc2OC)nc2cc(S(N)(=O)=O)ccc21	-8.6	7.9	-0.1	-24.5	5.1	1.1	-0.395	5.1	14.9
O=C(Nc1cc2c(oc1=O)CCCC2=O)c1cccc(Cl)c1	3.0	-1.1	·	2.0	·	·	1.09	-3.3	27.1

In a second layout: 2 of the compounds above
Cc1[nH]n(-c2ccccc2)c(=O)c1/C=N/Nc1nncc(-c2ccccc2)n1
  HUVEC tox IL1B = -7.3	LYP inh 2 = 6.7	Candida biofilm = ·	HUVEC tox TNFa = -12.2	Smad3 FoxH1 inh = ·	MT1-MMP txn act = ·	DAT uptake mod = 1.79	VCAM1 TNFa inh = -3.2	F-actin modifier = 30.2
O=S(=O)(c1ccc2oc3ccc(S(=O)(=O)N4CCCC4)cc3c2c1)N1CCCC1
  HUVEC tox IL1B = -15.8	LYP inh 2 = -11.0	Candida biofilm = 3.8	HUVEC tox TNFa = 5.3	Smad3 FoxH1 inh = -3.3	MT1-MMP txn act = 1.2	DAT uptake mod = ·	VCAM1 TNFa inh = 12.6	F-actin modifier = -19.7

Other results
SMILES	HUVEC tox IL1B	LYP inh 2	Candida biofilm	HUVEC tox TNFa	Smad3 FoxH1 inh	MT1-MMP txn act	DAT uptake mod	VCAM1 TNFa inh	F-actin modifier
Cn1c(SCC(=O)NCc2ccco2)nnc1-c1ccccc1	-23.4	-11.4	7.2	-10.7	6.6	1.3	-0.72	4.2	6.0
O=c1[nH]cnc2sc3c(c12)CCCC3	10.8	7.1	-0.4	10.0	4.2	1.2	0.39	-10.1	-39.8
C=CCn1c(Cc2cccs2)nnc1SCC(=O)NCc1ccco1	-36.4	8.8	1.2	-46.1	10.0	1.1	-0.824	1.1	20.6
Cc1cc(OC2CCCCC2)nc(-c2ccccc2O)n1	-17.2	0.3	-2.5	1.5	-17.2	1.2	1.63	-31.4	-8.7
CC1CC(C)CN(c2ncc3c(n2)CC(c2ccccc2Cl)CC3=O)C1 (stereo unspecified)	-24.6	9.5	7.8	-24.0	1.5	1	1.37	9.8	-11.5
